Compound activity: PubChem BioAssay, NMMLSC
RGS7-Gao – RGS7-Galphao binding modulators, primary screen, biochemical, multiplexed bead flow cytometry; Guanine nucleotide-binding protein G(o) subunit alpha (Homo sapiens), P09471; actives lie on both sides; binding response (% of control), % at 10 µM; 0.35% of 220,000 active; in the data active means binding response below about 49% or above about 150%; inconclusive means no clear call, values can overlap the other calls; inactive means in between;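 further: fluorescent Galphao held in activated GDP-AlF4 state binding bead-coupled RGS7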
Target sequence (P09471 whole entry, looked up): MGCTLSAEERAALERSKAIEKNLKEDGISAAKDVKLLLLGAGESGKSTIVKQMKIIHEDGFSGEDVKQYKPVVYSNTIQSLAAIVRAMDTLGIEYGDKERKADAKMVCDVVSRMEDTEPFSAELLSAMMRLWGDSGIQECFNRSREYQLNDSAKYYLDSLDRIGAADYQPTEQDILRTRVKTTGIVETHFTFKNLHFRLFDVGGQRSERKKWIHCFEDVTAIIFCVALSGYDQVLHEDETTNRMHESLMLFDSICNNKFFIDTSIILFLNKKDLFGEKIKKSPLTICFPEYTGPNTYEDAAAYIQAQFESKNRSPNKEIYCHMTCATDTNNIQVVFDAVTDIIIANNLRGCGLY
RGS8-Gao reg – RGS8-Galphao binding modulators, primary screen, biochemical, multiplexed bead flow cytometry | Guanine nucleotide-binding protein G(o) subunit alpha (Homo sapiens), P09471 | response (percent of control binding), % at 10 µM | AID 1423, 2008 | actives lie on both sides | 0.34% of 220,000 active; in the data active means response below about 60% or above about 140%; inactive means in between;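 further: Galphao activated as the GDP aluminium fluoride complex binding bead-coupled RGS8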
ABCG2 inh – ABCG2 efflux pump inhibitors, primary screen, multiplex with ABCB1, IgMXP3 cells, flow cytometry; AID 1325, 2008; inhibition, % at 6.6 µM; 0.1% of 190,000 active; Broad substrate specificity ATP-binding cassette transporter ABCG2 (Homo sapiens), Q9UNQ0; JC-1 efflux;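 active means inhibition above 80%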;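 further: 0% = DMSO and 100% = nicardipine control wells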
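Incubation: cells with compound and JC-1, 10 min at 25 °C, rotating, no wash / Test system: IgMXP3 (ABCG2) plus far-red-tagged CCRF-Adr (ABCB1) cells / Compound dosing: one concentration, 6.6 µM final / Also added: JC-1 fluorescent substrate / Evaluation: efflux inhibition in percent versus controls / Detection: flow cytometry, 530 nm JC-1 signal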
Bcl-2 Bim block – inhibitors of Bim-Bcl-2 binding, primary screen, biochemical, multiplexed, human Bcl-2 family. AID 950, 2007. inhibition, % at 10 µM. Bead-based flow cytometry, Bim peptide-Bcl-2 binding. Apoptosis regulator Bcl-2 (Homo sapiens), P10415. 0.06% of 190,000 active; in the data active means inhibition above about 40%; inconclusive means no clear call, values can overlap the other calls;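 further: 0% = no compound wells with probe peptide and 100% = reference peptide inhibitor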
Target sequence (P10415 whole entry, looked up): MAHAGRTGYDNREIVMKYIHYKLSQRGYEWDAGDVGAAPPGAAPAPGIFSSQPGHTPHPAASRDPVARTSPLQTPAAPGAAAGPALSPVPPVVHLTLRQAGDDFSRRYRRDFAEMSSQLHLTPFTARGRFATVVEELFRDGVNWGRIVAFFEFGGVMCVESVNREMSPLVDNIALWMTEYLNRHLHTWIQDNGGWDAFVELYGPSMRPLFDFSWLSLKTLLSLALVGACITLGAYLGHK
RGS4-Gao reg – modulators of RGS4 binding to Galphao, primary screen, biochemical, multiplexed bead flow cytometry | Guanine nucleotide-binding protein G(o) subunit alpha (Homo sapiens), P09471 | actives lie on both sides | binding response (% of control), % at 10 µM | 0.33% of 220,000 active | AID 1415, 2008; in the data active means binding response below about 49% or above about 150%; inactive means in between;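 further: fluorescent Galphao activated with aluminum fluoride binding bead-coupled RGS4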
Bcl-B Bim block – inhibitors of Bim-Bcl-B binding, primary screen, biochemical, multiplexed, human Bcl-2 family | Bcl-2-like protein 10 (Homo sapiens), Q9HD36 | bead-based flow cytometry, Bim peptide-Bcl-B binding | inhibition, % at 10 µM | 0.073% of 190,000 active | AID 951, 2007;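 further: 0% = tracer peptide without compound and 100% = reference inhibitor peptide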
Target sequence (Q9HD36 whole entry, looked up): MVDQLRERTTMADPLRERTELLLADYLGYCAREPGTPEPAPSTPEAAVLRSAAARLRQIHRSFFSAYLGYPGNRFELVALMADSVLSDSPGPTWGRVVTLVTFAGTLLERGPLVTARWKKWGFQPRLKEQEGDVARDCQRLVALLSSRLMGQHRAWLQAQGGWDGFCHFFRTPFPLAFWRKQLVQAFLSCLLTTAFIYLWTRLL
Bim-Mcl-1 – inhibitors of Bim peptide binding to Mcl-1, primary screen, biochemical, bead-based flow cytometry, multiplex; 0.1% of 190,000 active; inhibition, % at 10 µM; Bim peptide-Mcl-1 binding;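 further: 0% = no compound tracer wells and 100% = peptide blocker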
ABCB1 block – ABCB1 efflux pump inhibitors, primary screen, cell-based, multiplex, flow cytometry, ABCG2 counter-screen | inhibition, % at 6.6 µM | CCRF-Adr cells, JC-1 efflux | 0.067% of 190,000 active | AID 1326, 2008 | ATP-dependent translocase ABCB1 (Homo sapiens), P08183; in the data active means inhibition above about 40%;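 further: 0% = vehicle and 100% = reference inhibitor; higher value means more JC-1 retained so stronger ABCB1 efflux block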
Bim-Bfl-1 – inhibitors of Bim binding to Bfl-1, primary screen, biochemical, multiplexed, bead-based flow cytometry | Bcl-2-related protein A1 (Homo sapiens), Q16548 | inhibition, % at 10 µM | Bim-Bfl-1 binding inhibition | AID 1008, 2008 | 0.12% of 190,000 active;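 further: 0% = wells without compound plus tracer and 100% = blocker peptide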
Bcl-W Bim block – inhibitors of Bim binding to Bcl-W, primary screen, biochemical, multiplexed, bead-based flow cytometry; Bim peptide-Bcl-W binding; 0.02% of 190,000 active; inhibition, % at 10 µM; AID 952, 2007; Bcl-2-like protein 2 (Homo sapiens), Q92843;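 further: 0% = bound tracer without compound and 100% = peptide blocker; higher means less fluorescent Bim peptide bound to Bcl-W beads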
Target sequence (Q92843 whole entry, looked up): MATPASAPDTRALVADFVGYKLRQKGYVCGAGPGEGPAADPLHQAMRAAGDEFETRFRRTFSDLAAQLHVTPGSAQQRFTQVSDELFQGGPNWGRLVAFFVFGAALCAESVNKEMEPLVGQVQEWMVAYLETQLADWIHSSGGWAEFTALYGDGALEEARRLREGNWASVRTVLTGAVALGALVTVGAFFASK
Bim-Bcl-XL – inhibitors of Bim-Bcl-XL binding, primary screen, biochemical, multiplexed, bead flow cytometry, human Bcl-XL; Bim peptide-Bcl-XL binding, fluorescence; inhibition, % at 10 µM; 0.04% of 190,000 active; AID 1007, 2008
Starred values were filed as active, the others as inactive; u = inconclusive; x = not tested or not shown. Unless noted, no stated cut-off is given here; in the data, active means inhibition above about 40%.

SMILES	RGS7-Gao	RGS8-Gao reg	ABCG2 inh	Bcl-2 Bim block	RGS4-Gao reg	Bcl-B Bim block	Bim-Mcl-1	ABCB1 block	Bim-Bfl-1	Bcl-W Bim block	Bim-Bcl-XL
O=C(NC(Nc1ccc(F)cc1)(C(F)(F)F)C(F)(F)F)c1cccnc1	102	100	1	12	99	4	-2	0.8	10	0	2
CCOC(=O)CSc1nc(-c2ccccc2)nc2ccc(C)cc12	104	103	4	0	100	-8	0	0.4	-1	2	0
CSc1ccccc1NC(=O)Nc1cccc(Cl)c1Cl	99	97	1	0	100	-6	2	0.1	-9	0	-5
O=C(O)Cn1nc(C(F)(F)F)c2c1CCCC2	95	96	1	-5	93	-3	0	0.0	-4	0	0
NC(=O)CSc1nnc2ccc(-c3ccc(Cl)cc3)nn12	94	95	11	-1	92	-2	-2	-1.4	3	-3	0
CCn1c(COc2cccc(C)c2)nnc1SCC(=O)CC(=O)Nc1ccccc1OC	103	101	16	-7	101	-8	-3	3.4	-5	-4	-6
Cc1nc(SCCC(=O)O)c2ccccc2n1	98	102	0	-4	101	-4	1	-0.1	-5	0	-4
Cc1[nH]c(=O)[nH]c(=O)c1CSc1nnc(CCCCCNC(=O)OC(C)(C)C)o1	102	102	2	-9	103	-5	-3	0.7	-14	-3	-7
Cc1cc2c(cc(C(=O)OC(C(=O)NCc3ccco3)C(C)C)n2C)o1 (stereo not drawn)	103	98	4	-8	103	-7	-2	1.0	-11	0	-6
COc1ccc(C(=O)Nc2ccc(S(=O)(=O)N3CCCC3)cc2)c(OC)c1	98	87	6	-1	91	0	0	1.0	2	-1	-1

5 records picked at random from the list so far, as already listed:
SMILES	RGS7-Gao	RGS8-Gao reg	ABCG2 inh	Bcl-2 Bim block	RGS4-Gao reg	Bcl-B Bim block	Bim-Mcl-1	ABCB1 block	Bim-Bfl-1	Bcl-W Bim block	Bim-Bcl-XL
O=C(O)Cn1nc(C(F)(F)F)c2c1CCCC2	95	96	1	-5	93	-3	0	0.0	-4	0	0
CCn1c(COc2cccc(C)c2)nnc1SCC(=O)CC(=O)Nc1ccccc1OC	103	101	16	-7	101	-8	-3	3.4	-5	-4	-6
Cc1cc2c(cc(C(=O)OC(C(=O)NCc3ccco3)C(C)C)n2C)o1 (stereo not drawn)	103	98	4	-8	103	-7	-2	1.0	-11	0	-6
CSc1ccccc1NC(=O)Nc1cccc(Cl)c1Cl	99	97	1	0	100	-6	2	0.1	-9	0	-5
Cc1nc(SCCC(=O)O)c2ccccc2n1	98	102	0	-4	101	-4	1	-0.1	-5	0	-4

The results go on:
SMILES	RGS7-Gao	RGS8-Gao reg	ABCG2 inh	Bcl-2 Bim block	RGS4-Gao reg	Bcl-B Bim block	Bim-Mcl-1	ABCB1 block	Bim-Bfl-1	Bcl-W Bim block	Bim-Bcl-XL
Cc1ccc2c(c1C)OC(=O)CC2(C)C	99	102	9	-8	100	-12	-7	0.3	-11	-4	-10
CC(=O)Nc1cccc(NC(=O)C(=O)c2cn(CC(=O)N3CCCCC3)c3ccccc23)c1	106	101	-3	-1	102	-4	0	-1.0	-3	1	1
CCc1cc2c(=O)[nH]c(CC(N)=O)nc2s1	97	102	-1	-2	96	-4	0	-0.3	-3	-1	1
CCCc1c(CC)c(=N)c2ccccc2n1C	90	95	0	6	88	0	1	0.8	2	5	2
COc1ccc(OC)c(N2C(=O)CC(Cc3cc(C)cc(C)c3)C2=O)c1 (stereo not drawn)	99	106	2	3	95	0	6	1.3	3	0	0
CC(C)CN(CCCNC(=O)CN1C(=O)CSc2ccc(S(=O)(=O)N3CCOCC3)cc21)CC(C)C	u	100	-2	0	103	-3	-2	-0.2	-6	0	-2
O=C(Nc1sc2c(c1-c1nc3ccccc3[nH]1)CCCC2)C1CC1	95	93	3	-1	93	-9	3	0.3	-10	1	0
CCOC(=O)c1ccc(NC(=O)C(C)Sc2nc(O)c(-c3ccccc3)c(=O)[nH]2)cc1 (stereo not drawn)	99	102	2	0	100	-2	0	1.6	-6	0	0
CCN1CCN(Cc2c(O)ccc3c(=O)c(-c4ccc(OC)c(OC)c4)c(C)oc23)CC1	101	102	-2	27	102	11	20	0.1	17	11	16
O=C(CSc1ccc(Cl)cc1)Nc1cccc(NC(=O)c2ccco2)c1	97	98	10	0	97	0	0	1.2	-1	-1	-3
C(=N\N1CCN(C2c3ccccc3-c3ccccc32)CC1)/c1ccncc1	97	103	1	-11	99	-14	-5	0.6	-18	-2	-3
Cc1cccc(CN2CCN(C(=O)c3ccccc3F)CC2)c1	107	100	2	-7	105	-5	-1	0.9	-16	-1	-7
CCOC(=O)C1=C(C)NC(=NC)SC1c1ccccc1 (stereo not drawn)	85	88	0	-4	93	-16	-3	0.1	-9	-4	-6
CCN1CCCC1CNC(=O)C1CCN(Cc2nc(-c3cccc(Br)c3)oc2C)CC1 (stereo not drawn)	102	101	2	-8	104	-8	0	0.6	-12	0	-3
CC(C)(C)C(=O)NC1CCN(S(C)(=O)=O)CC1	89	77	1	6	93	-11	-2	0.6	4	-4	-2
O=C(Cc1cccs1)Nc1ccc(Cl)cc1	102	101	48	-12	101	-9	-8	-0.7	-18	-3	-9
CCOC(=O)c1cn(CC(=O)Nc2ccc(C)cc2)nn1	99	104	1	-4	101	-5	-1	0.5	-5	-2	-3
O=C(CCC(=O)OCc1ccc([N+](=O)[O-])cc1)Nc1ccccc1Cl	95	92	0	1	96	2	2	0.0	5	1	0
CSCC(=O)N1CCCC(CNC(=O)c2ccccc2Cl)C1 (stereo not drawn)	90	89	1	-1	90	-1	-4	0.3	3	-4	-4
CC(C)Cc1nc2sc3c(NCc4ccco4)ncnc3c2c2c1COC(C)(C)C2	103	103	8	2	104	-1	0	2.4	0	-1	-1
COC(=O)c1ccc(Cl)c(NC(=O)CN2CCOCC2)c1	100	102	5	-4	104	-3	0	0.1	-10	0	3
O=C(CSc1ccc(-c2ccc(F)cc2)nn1)N1CCCCC1	104	104	7	-3	102	0	0	1.3	-1	0	-2
N/C(Cc1cccc2ccccc12)=N\OC(=O)COc1ccccc1	75	83	-1	-1	80	-6	-4	x	0	-4	-9
CC(=O)Nc1ccc(S(=O)(=O)c2c(N)n(CCN3CCOCC3)c3nc4ccccc4nc23)cc1	97	102	0	-3	97	-2	-3	0.1	2	1	3
Cc1nn(C)cc1CNCc1ccc(OCC(O)CN(C)Cc2ccccc2)cc1 (stereo not drawn)	104	104	-1	-5	102	-5	-1	-0.7	-4	0	-2
Cc1ccc(S(=O)(=O)NC(C)C(=O)Nc2ccccc2C(=O)N2CCCC2)cc1 (stereo not drawn)	103	103	4	0	99	-2	1	0.8	-1	-1	-1
Cc1ccc(CNC(=O)/C=C/c2ccccc2Cl)cc1	99	102	0	0	99	-9	-2	-0.1	-11	0	0
CCCCNC(=S)NNC(=O)c1csc(C)c1	97	98	1	-4	99	-15	-9	-0.1	0	-5	-6
COC(=O)c1ccccc1NC(=S)NC(C)=O	u	102	7	2	102	-1	1	0.4	-3	3	3
C=CCOc1ccc2cccc(/C=N/NC(=O)c3cc4cc([N+](=O)[O-])ccc4s3)c2c1	95	100	0	1	98	-3	0	-0.1	3	1	0
O=S(=O)(NCCc1cn2ccccc2n1)c1ccc2c(c1)OCCO2	89	97	0	-6	92	-3	0	-0.7	-12	1	-6
S=c1[nH]nc(Cc2noc3ccccc23)n1-c1ccc(Cl)cc1	94	104	-1	-6	98	-24	-4	-0.6	-2	-5	-4
COc1ccc2sc(N(CCN(C)C)C(=O)/C=C/c3cccs3)nc2c1	105	100	15	-3	101	-4	-2	7.6	-2	0	0
CC(c1ccon1)N(C)Cc1cn(C)nc1-c1cccc(Cl)c1 (stereo not drawn)	99	99	3	-6	96	-2	-1	0.8	-5	-2	-1
Cc1ccc(C(=O)N2CCN(S(=O)(=O)c3ccccc3[N+](=O)[O-])C2)cc1	105	103	3	-1	107	0	-2	1.2	-2	1	-2
CCC(C)(C)n1nnnc1C(c1ccccn1)N1CCOCC1 (stereo not drawn)	103	105	3	-12	104	-6	0	0.9	-11	0	-6
COCc1nnc(NC(=O)C(C)C)s1	105	112	1	-5	112	-4	-3	0.5	0	-6	-2
O=Cc1cn(CC(O)CN2CCCCC2)c2ccccc12 (stereo not drawn)	93	100	1	-3	94	-4	0	0.6	-8	-4	0
O=c1c2nnn(-c3cccc(F)c3)c2ncn1Cc1ccccn1	105	105	1	0	103	0	0	0.0	-4	1	0
COc1ccc(-c2[nH]ncc2CN2CCSCC2)c(OC)c1	97	106	3	-1	99	-1	0	0.6	-4	2	-4
Cc1cc2nccc(-c3cccnc3)n2n1	98	95	0	0	89	-1	2	-0.3	-6	-1	1
COc1ccc(N(C(C)=O)S(=O)(=O)c2cc(OC)ccc2OC)cc1	98	100	3	-9	98	-2	0	1.0	-8	3	-2
COc1ccccc1-c1nc(SC)n[nH]1	102	103	9	-2	105	0	3	0.1	0	1	0
CCN(CC)c1ccc(-c2nn3c(-c4n[nH]c5c4CCC5)nnc3s2)cc1	97	100	6	12	100	10	10	1.5	10	12	9
NC(=O)COC(=O)c1c2c(nc3ccccc13)CCC2	u	101	4	2	101	1	0	0.1	-3	1	0
Cc1nn(C(C)C(=O)c2cccc(Cl)c2)c(C)c1[N+](=O)[O-] (stereo not drawn)	100	99	8	2	98	1	3	-0.5	-3	-1	3
N#C/C(=C\c1ccco1)C(=O)Nc1ccc(S(N)(=O)=O)cc1	98	103	1	0	102	2	1	0.4	-6	1	0
O=C1NC(c2ccccc2)=NC1(Nc1ccccn1)C(F)(F)F (stereo not drawn)	97	100	2	-4	95	-9	-1	0.3	-13	0	-3
O=C(Nc1nc2ccccc2c(=O)[nH]1)c1ccccc1SCc1ccccc1	u	98	7	-11	101	-8	-9	0.4	-9	-9	-10
Cc1oncc1-c1csc(-c2ccccc2)n1	102	102	2	0	104	5	0	0.1	4	0	-1
NC(=O)NC(=O)COC(=O)c1ccc(Cl)c(S(=O)(=O)N(Cc2ccccc2)c2ccc(Cl)cc2)c1	101	104	-2	3	102	2	1	-0.3	0	0	1
Cc1ccc(C)c(N2CCN(C(=O)c3ccc(CS(=O)(=O)c4ccccc4C)o3)CC2)c1	98	100	11	-12	100	-11	-2	1.5	-14	-1	-6
